# Phagocyt inh: macrophage phagocytosis inhibition; actives 0.07% (n = 110,000); inhibition, % at 5 µM; J774A.1 macrophage IgG-bead phagocytosis, imaging; AID 1029;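 active = inhibition above the mean of the plate negative controls plus 5 SD, cut at about 13% in these data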;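 note: phagocytic index as fraction of beads internalized from green versus red external bead signal; plate controls were DMSO negative control for no effect and cytochalasin-D positive control for full effect; some results beyond the cut were filed as inactive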
# NPY-Y2 antag: antagonists of human neuropeptide Y receptor Y2; P49146; NPY-Y2 expressing cells, antagonist mode; inhibition, % at 2.7 µM; actives 0.99% (n = 140,000); in the data active = inhibition above about 17%;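 note: 0% = vehicle with agonist challenge and 100% = reference antagonist with challenge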
# Target sequence (P49146 whole entry, looked up): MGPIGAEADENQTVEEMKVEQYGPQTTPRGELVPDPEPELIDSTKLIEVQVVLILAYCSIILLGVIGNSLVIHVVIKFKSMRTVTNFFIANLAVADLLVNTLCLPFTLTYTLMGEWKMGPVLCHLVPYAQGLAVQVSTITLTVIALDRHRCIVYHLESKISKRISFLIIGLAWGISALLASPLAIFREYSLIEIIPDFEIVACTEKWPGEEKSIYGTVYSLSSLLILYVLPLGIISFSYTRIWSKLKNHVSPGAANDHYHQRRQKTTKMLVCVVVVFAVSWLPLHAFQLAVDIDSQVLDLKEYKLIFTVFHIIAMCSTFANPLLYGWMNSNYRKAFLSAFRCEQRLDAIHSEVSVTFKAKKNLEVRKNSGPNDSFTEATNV
# GALR2 blocker: antagonists of human galanin receptor 2 (GALR2); inhibition, % at 4 µM; AID 828; actives 0.39% (n = 140,000); GALR2-expressing cells, antagonist mode; O43603; in the data active = inhibition above about 27%;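 note: cells stimulated with galanin 1-16 at roughly its EC80; 0% = agonist challenge control and 100% = basal control without agonist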
# Target sequence (O43603 whole entry, looked up): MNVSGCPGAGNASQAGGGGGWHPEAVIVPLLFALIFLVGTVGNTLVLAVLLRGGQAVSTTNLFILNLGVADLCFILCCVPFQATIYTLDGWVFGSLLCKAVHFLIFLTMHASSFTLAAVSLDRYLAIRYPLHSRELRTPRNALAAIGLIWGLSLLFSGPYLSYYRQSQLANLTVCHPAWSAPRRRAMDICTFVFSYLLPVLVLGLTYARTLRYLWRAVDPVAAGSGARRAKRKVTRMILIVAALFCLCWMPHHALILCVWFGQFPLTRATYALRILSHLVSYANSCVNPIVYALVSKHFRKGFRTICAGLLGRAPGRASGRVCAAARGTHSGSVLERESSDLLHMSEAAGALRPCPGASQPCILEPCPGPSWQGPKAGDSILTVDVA
# Yeast growth inh: yeast BB579 growth reduction in restrictive medium | S. cerevisiae BB579 growth, OD615, 48 h | inhibition, % at 10 µM | actives 0.51% (n = 140,000);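 active = inhibition above a set limit, 3 SD over the mean compound inhibition, cut at about 44% in these data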; note: inactives centre near -24
#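 Material: Saccharomyces cerevisiae DeaD strain BB579, replicative lifespan model yeast; buffer or medium: CSMM-D restrictive synthetic medium containing dextrose (glucose); compound: 10 µM single dose, DMSO 0.25%; timing: 48 h compound exposure at 30 °C after 4 h preincubation; signal: turbidity as optical density at 615 nm; benchmarks: positive control amphotericin B 10 µg/mL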
# Yeast lifespan up: yeast lifespan extension; S. cerevisiae growth with nicotinamide, OD615; deaD strain in restrictive glucose medium; inhibition of the nicotinamide effect, % at 10 µM; actives 0.68% (n = 130,000); AID 775;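 active = inhibition above a set limit, placed 3 SD over the median of all compounds, cut at about 26% in these data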;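 note: 0% = nicotinamide-treated wells and 100% = cells grown without nicotinamide; some compounds called inactive have numbers as strong as hits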
#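 Material: Modified budding yeast, DeaD strain | Medium: Restrictive glucose medium | Probe or stimulus: 1.5 mM nicotinamide | Dosing: Single dose 10 µM compound, 0.25% DMSO | Times: 48 h at 30 °C | Technique: OD615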
# MRP-1 activ: MRP-1 activation; H69AR cells + doxorubicin, viability rescue, CellTiter-Glo; viability increase, % at 10 µM; actives 0.61% (n = 140,000);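 active = viability gain under doxorubicin at or above a set limit, the compound median plus 3 SD, cut at about 4.7% in these data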;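 note: MRP-1 overexpressing cells given doxorubicin 25 µM after compound pretreatment; 18-22 h compound pretreatment then 72 h with doxorubicin before readout; 0% = doxorubicin-only wells and 100% = vehicle-treated cells without doxorubicin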
# Measles CPE: protection of cells from measles virus. Measles virus-infected cells, CPE protection, absorbance. protection (pct of control), % at 4 µM. actives 1.5% (n = 140,000); in the data active = protection mostly above about 24%, no sharp cut-off; inactive = mostly below about 26%; note: some compounds called inactive have numbers as strong as hits
# HCT116 PTEN-null: suppresses growth of cells with PTEN deletion; HCT116 PTEN-null viability, CellTiter-Glo, 60 h; hits give low values; viability, % at 10 µM; actives 1.2% (n = 140,000); AID 827;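 active = viability at or below a set limit, 4 SD under the median of all tested compounds, cut at about 3.7% in these data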;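 note: PTEN knockout HCT116 line with beta catenin targeted HCT116 as companion control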
# HCT116 bCat-KO: beta-catenin-lacking colon tumor cell growth suppression | actives 1.5% (n = 140,000) | HCT116 beta-catenin knockout viability, CellTiter-Glo, 60 h; hits give low values | AID 818 | viability, % at 10 µM;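 active = viability at or under a set limit, the compound median less 4 SD, cut at about 6% in these data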;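 note: 0% = Hyamine 1622 control at 20 µM and 100% = untreated cell control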
# E-sel TNF inh: TNF alpha driven E-selectin expression inhibition. HUVEC TNFa-induced E-selectin immunofluorescence, high content. inhibition, % at 2 µM. actives 0.71% (n = 120,000). AID 1246;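 active = inhibition above the batch mean plus 3 SD, and confirmed as a hit on visual image review, cut at about 43% in these data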;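 note: 0% = TNF-stimulated DMSO wells and 100% = unstimulated control wells; not every result past the cut was called active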
# * hit, by the source's call; x = no result given.
SMILES,Phagocyt inh,NPY-Y2 antag,GALR2 blocker,Yeast growth inh,Yeast lifespan up,MRP-1 activ,Measles CPE,HCT116 PTEN-null,HCT116 bCat-KO,E-sel TNF inh
COc1ccccc1-c1cc(C(=O)Nc2cc(C)on2)no1,-0.8,2.5,-8.6,-24.0,-6.8,0.2,10.0,93.5,88.8,x
Cc1nn(C)c(C(=O)NC2C3CC4CC(C3)CC2C4)c1Cl (stereo not given),0.2,9.8,-21.7,-36.4,6.0,-3.5,9.0,76.9,75.7,5.8
O=C(O)/C=C/C(=O)Nc1ccc(SC(F)(F)F)cc1,-1.5,3.1,4.7,-23.1,1.1,-3.3,10.1,93.6,86.1,13.6
COc1ccc(C(C#N)C2(C)OCCO2)cc1OC (stereo not given),3.0,-0.1,-4.2,-15.5,-11.4,-0.2,15.5,93.1,94.0,x
Cn1c(OCc2ccco2)nc2c1c(=O)n(Cc1ccc(Cl)c(Cl)c1)c(=O)n2C,-1.6,4.7,12.7,-28.1,6.4,-0.6,8.1,89.2,84.6,-14.9
CCn1c2ccccc2c2nc3cc(OC)c(OC)cc3nc21,-0.8,0.0,-5.5,-15.7,-27.2,-2.1,12.6,38.8,37.1,x
Cc1nc2cc(-n3ccc(=O)cc3)ccc2n1-c1ccccc1,5.6,2.9,5.0,-43.7,5.2,-0.7,20.7,102.4,97.3,-5.5
COC(=O)C1=C(C)NC(C)=C(C(=O)OC)C1c1cc2cc(C)ccc2[nH]c1=O,-1.2,0.4,-6.3,-29.7,-16.8,-3.5,21.5,87.0,92.5,5.8
O=c1c(Cl)c(N2CCCCC2)cnn1-c1nc2ccccc2[nH]1,x,3.2,9.3,-19.6,10.6,-5.5,15.2,55.5,60.6,-2.2
COc1ccc(NS(=O)(=O)c2cccc(NC(=O)CCC(=O)c3cccs3)c2)cc1,-4.5,-0.6,12.7,-30.9,1.6,1.5,3.0,92.1,91.1,3.7
O=C(CCC(=O)c1cccs1)NCC(=O)Nc1ccc(F)c(F)c1F,-6.7,1.1,-0.5,-22.4,-0.5,-1.1,9.3,84.1,93.4,x
CC(=O)Nc1ccc(Nc2cc(C)nc3c(-c4ccc(Cl)cc4)cnn23)cc1,-13.2,-4.6,-0.1,-20.0,-4.7,-2.1,21.4,27.2,50.1,x
NCCCC(N)(C(=O)O)C(F)F (stereo not given),x,-2.2,5.4,-26.4,6.3,-1.4,19.1,94.8,94.3,x
COC(=O)c1ccc(N2CCN(c3ccccc3)CC2)c(NC(=O)C2CC2)c1,x,3.0,-7.9,-68.8,-1.8,-0.4,37.5,92.7,95.2,2.3
CCOC(=O)CCCc1c[nH]c2ccccc12,x,1.8,9.1,-55.5,-25.3,-4.5,6.2,98.6,105.1,-5.1
C=CCn1c(Cc2ccc(OC)cc2)nnc1SCC(=O)c1cccc([N+](=O)[O-])c1,0.8,0.1,-9.3,-42.1,4.8,-2.1,14.3,92.8,87.8,-67.6
O=C(O)C1CC=CCC1C(=O)Nc1cccc(Cl)c1Cl (stereo not given),-1.8,0.8,3.9,6.2,2.6,-2.7,14.6,95.8,91.4,x
Nn1c(COc2ccccc2)nnc1SCC(=O)O,-1.3,-1.0,3.7,-24.1,-4.9,-0.7,13.1,100.0,102.7,-7.1
CCCn1c2ccccc2c2nnc(SCC(=O)OCC)nc21,-0.6,11.3,-12.9,-13.1,-4.8,-3.6,11.8,98.2,91.1,5.6
CSc1ccc(-c2nnn(Cc3ccccn3)n2)cc1,-0.3,-0.6,2.6,-5.3,-8.3,-0.9,3.2,95.6,98.1,13.2
CCn1c(-c2ccccc2)c(C(=O)O)c2ccccc21,x,2.6,-16.9,-3.1,-19.5,-1.7,6.9,90.6,96.2,11.5
Cc1ccc(S(=O)(=O)N(C)/N=C/C=C/c2ccccc2)cc1,-8.8,4.9,2.7,26.1,-8.1,0.9,6.2,76.4,81.9,x
Cn1cccc1CC(=O)N/N=C/c1cccc2ccccc12,0.3,-1.6,5.6,-34.5,-6.1,0.3,3.5,103.1,98.4,x
CCOC(=O)c1[nH]c2ccccc2c1NC(=S)Nc1ccccc1,x,-1.1,23.5,-11.0,-0.3,-2.4,11.7,85.8,79.9,-24.2
Cc1ccccc1-n1c(SCC(=O)N2CCN(c3ccccc3)CC2)nnc1-c1ccncc1,-1.0,1.5,3.0,-42.9,-4.6,-0.3,4.8,97.0,90.1,-18.6
Cc1cccc(C)c1-n1c(C)cc(/C=N\NC(=O)CC(=O)NC2CCCCC2)c1C,-2.1,4.5,-12.5,-30.1,7.0,2.0,18.8,76.9,84.9,8.3
O=C(Cn1nc(Cc2cccnc2)c2ccccc2c1=O)N1CCN(C(=O)c2ccco2)CC1,-0.6,2.5,-19.4,1.9,-9.1,-1.9,2.9,96.4,95.9,x
O=C(CSCC(=O)N1CCOCC1)Nc1nc(-c2ccc3c(c2)OCO3)cs1,0.4,0.8,-10.1,-16.7,-6.1,-3.6,12.6,109.3,101.1,25.3
CCOC(=O)c1ccc(NC(=O)NCc2ccncc2)cc1,-1.8,-3.3,-2.7,3.0,-15.6,-0.4,0.3,89.1,95.5,-11.6
COc1ccc(OC)c(S(=O)(=O)N(C)CC(=O)Nc2cc(Cl)ccc2OC)c1,x,7.9,13.2,-29.6,-10.3,-2.5,30.0,80.3,87.3,2.5
O=C(c1ccccc1-c1ccccc1)N1CCCC1,-1.9,4.3,3.1,-12.3,-7.2,-0.5,11.3,90.5,91.9,8.9
CC1CC(C)CN(C(=S)Nc2ccc(OC(F)F)cc2)C1 (stereo not given),-3.0,-2.3,0.1,-40.0,0.3,-0.3,23.2,94.0,102.3,-5.3
Cn1c(N2CCC(C(N)=O)CC2)nc2c1c(=O)n(Cc1cccc(Br)c1)c(=O)n2C,0.8,0.0,-1.9,-49.3,-4.9,-1.7,5.9,92.3,88.8,x
CC1CCN(S(=O)(=O)c2csc(C(=O)Nc3ccccc3)c2)CC1,-1.7,-4.8,-2.0,-23.5,-9.1,-0.4,8.1,79.5,75.7,-6.7
Cc1ccc2c(c1)cc(CN(Cc1ccc3c(c1)OCO3)C(=O)c1ccccc1)c1nnnn12,x,3.0,0.0,-24.4,-16.4,-0.6,11.1,72.3,78.1,11.6
Cc1ccc(NC(=O)CSc2ccc(-c3ccc4c(c3)OCO4)nn2)cc1F,-14.6,0.3,13.3,-26.6,1.3,-4.6,8.2,74.5,74.8,x
CCn1ncc(Cl)c1C(=O)Nc1cc(Cl)ccc1Cl,-1.1,3.5,11.8,-48.8,-15.5,-0.5,2.6,80.4,85.5,-23.0
O=C(Nc1cccc([N+](=O)[O-])c1)c1ccc(CSc2ccccc2)cc1,x,1.4,-2.9,-65.2,5.0,0.8,6.1,101.9,94.4,-4.2
Cc1cccc(NC(=O)Cn2cc(C(=O)c3ccco3)c3ccccc32)c1,-1.1,1.2,2.5,-23.9,-5.2,-4.4,9.4,39.8,53.0,23.4
O=C1OCC(CO)(CO)N=C1NNc1ccc(Cl)c(Cl)c1,x,-0.7,24.0,97.9*,-19.3,-1.5,7.7,78.8,84.7,36.7
CCCCn1nnc(NC(=O)c2sc3cc(Cl)ccc3c2Cl)n1,1.3,8.7,1.6,-30.3,-9.6,1.5,5.3,103.3,94.0,17.1
Cc1cc(N2CCN(C)CC2)n2cc(-c3ccc(F)cc3)nc2n1,-0.1,0.6,5.0,-38.2,-14.9,-1.5,8.7,97.0,97.0,5.7
OC(CN1CCN(c2ccccn2)CC1)Cn1c2ccc(Cl)cc2c2cc(Cl)ccc21 (stereo not given),x,0.0,-15.1,99.3*,-26.8,-6.5,9.6,11.9,13.0,4.8
O=C(NCCC1=CCCCC1)C1CCCN(S(=O)(=O)c2cccc3cccnc23)C1 (stereo not given),-0.7,0.0,-5.1,-7.3,-3.9,-2.1,13.7,67.1,69.4,-10.9
CCOC(=O)C(Cc1ccccc1)NC(=O)Cn1nnc(-c2ccccc2)n1 (stereo not given),-1.7,3.0,9.9,-17.9,-28.4,-3.5,4.0,65.3,66.4,x
CCCCOCCCNC1=NCCCCC1,-1.0,0.3,-17.6,34.5,-6.4,0.4,4.8,104.3,108.1,12.2
COc1ccc(N=c2oc3cc(O)ccc3cc2C(=O)NCC2CCCO2)cc1 (stereo not given),-0.8,16.7,-25.8,-82.9,-7.8,-0.2,7.3,99.6,95.6,3.9
CC1=CC(C)(C)N(C(=O)CSc2nnc(C)s2)c2ccc(C)cc21,x,1.6,1.9,-6.2,11.3,-2.0,2.7,93.2,84.2,8.1
CC(C)(C)SCCNC(=O)/C=C/c1cccc([N+](=O)[O-])c1,-0.1,2.6,-16.3,9.4,-4.1,-1.3,6.7,92.2,90.9,x
c1ccc(Cn2ccnc2SCc2nnc(-c3ccccc3)o2)cc1,-0.9,4.2,4.7,-1.9,-7.5,-0.5,6.8,84.5,84.8,-8.8
# (further entries)
SMILES,Phagocyt inh,NPY-Y2 antag,GALR2 blocker,Yeast growth inh,Yeast lifespan up,MRP-1 activ,Measles CPE,HCT116 PTEN-null,HCT116 bCat-KO,E-sel TNF inh
NC(=S)NNC(=O)[C@@H]1CCCC[C@@H]1C(=O)O,-5.8,-1.6,2.9,-7.3,11.2,0.6,7.0,96.0,101.0,4.1
O=C(CSc1nnnn1Cc1ccccc1)NCC(=O)c1ccccc1,-0.5,10.6,-4.1,-27.0,-2.1,-1.3,4.8,91.8,81.2,-9.0
O=C(CSc1nc2ccccc2c2nc3ccccc3n12)NCc1ccco1,-0.3,5.3,-14.0,-35.0,-14.3,-2.1,21.6,78.2,82.8,-10.6
CCC(CC)c1nnc(NC(=O)COc2ccc3c(C)cc(=O)oc3c2)s1,x,2.0,4.7,-48.0,-18.1,0.9,9.0,85.8,85.8,-12.1
C=COCCNC(=O)C1CC(=O)N(c2ccc(C)cc2)C1 (stereo not given),-0.6,1.1,-2.0,-6.9,17.7,1.1,5.2,100.7,97.1,x
COc1ccc(C(=O)n2nc(-c3ccc(C)cc3)nc2N)cc1OC,-0.6,3.1,-16.6,7.2,-22.6,-3.2,7.8,67.1,69.9,12.4
Cc1cccc(NC(=S)N(CCCN2CCOCC2)Cc2ccccn2)c1,-1.9,4.0,-4.1,2.9,-2.4,-1.7,19.2,89.1,92.2,14.8
O=C(CN1CCOCC1)Nc1ncc(Br)cc1Br,1.1,-0.1,-2.6,-23.3,-5.0,-0.1,27.8,97.9,88.4,-11.7
C=CCN1C(=O)C2(NNc3ccccc3O2)c2ccccc21 (stereo not given),0.4,-5.5,-1.0,3.6,-9.9,-2.1,4.5,75.2,77.3,-14.8
COc1ccc(CNC(=O)c2cc(-c3ccco3)on2)cc1,x,5.1,-4.0,-18.0,-28.5,-2.8,10.6,86.6,97.4,-16.2
